TrxR1 substrate = rat thioredoxin reductase 1 substrate activity. O89049. purified TrxR1 substrate turnover, NADPH consumption readout. Potency, µM (highest dose often 114 µM), without a hit: at the top dose activity change, negative = substrate turnover. 390,000 tested, 0.01% active. AID 588456; further: potency means the concentration at half of the fitted maximal effect; on the % scale 0 is the no-effect control and ±100 the full control effect; nearly all actives have a fitted effect of over 50% in size
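Rat TrxR1, dispensed at 90 nM, was prereduced with 400 uM NADPH (final) for 5 min at ~22 deg C, then incubated with compound 15 min before 400 uM selenite. A first-read NADPH fluorescence drop versus no-compound background flagged substrates.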
HP1b binding inh = blocks HP1-beta chromodomain binding to methylated histone tails. Potency, µM (highest dose often 114 µM), for the others: top-dose activity change, negative = inhibition, usual class: inhibitors. AID 540317. AlphaScreen HP1-beta / biotin-H3K9me3 peptide binding. P83916. 390,000 tested, 0.56% active; further: potency means the concentration at half of the fitted maximal effect; nearly all actives have a fitted effect of over 70% in size; inactives centre near 23
Target sequence (P83916 whole entry, looked up): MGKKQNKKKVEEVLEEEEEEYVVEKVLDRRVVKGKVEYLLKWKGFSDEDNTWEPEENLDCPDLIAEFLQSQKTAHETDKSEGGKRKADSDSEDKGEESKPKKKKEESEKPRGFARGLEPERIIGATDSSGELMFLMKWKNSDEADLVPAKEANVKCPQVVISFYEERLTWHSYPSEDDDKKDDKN
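Compound inhibition of the preformed complex between 50 nM HP1-beta and 50 nM biotinylated H3K9me3 peptide was read by AlphaScreen. Buffer was PBS pH 7.4 with 0.01% Tween-20. Incubations ran 30 min at room temperature, with 10 ug/mL donor/acceptor beads.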
rTrxR1 inhibitor = rat TrxR1 inhibition | recombinant rTrxR1, NADPH fluorescence consumption, selenite substrate | 390,000 tested, 1% active | O89049 | AID 588453 | Potency, µM (top dose mostly 114 µM), without a hit: at the highest dose activity change, negative = inhibition, hits mostly inhibitors; further: potency means the concentration at half of the fitted maximal effect; on the % scale 0 is the no-effect control and ±100 the full control effect; nearly all actives have a fitted effect of over 65% in size
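Rat TrxR1 (90 nM in the dispensed reagent) was pre-reduced with 400 uM NADPH for 5 min at room temperature, then incubated with compound for 15 min. After 400 uM selenite was added, NADPH fluorescence (Ex 340/Em 450 nm) was followed for 8 min.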
PI4K2A inh = blocks human PI4K2A kinase activity; Q9BTU6; purified PI4K2A, ADP-Glo luminescence, 1 h; stronger effect = lower value; activity change, negative = inhibition, % at 76.9 µM; 420,000 tested, 0.13% active; AID 1346378; in the data active means activity change below about -50%; inconclusive means mostly about -30% to -49%;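 further: -100% = wells without enzyme as full effect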
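Compounds are screened against recombinant PI4K2A using PI as substrate and ATP, the latter dispensed at 300 microM. Reactions run one hour at ambient temperature before ADP-Glo detection; full inhibition defined by wells lacking enzyme.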
Tb PGK inh = T. brucei PGK inhibition; 380,000 tested, 0.043% active; PGK/GAPDH coupled, Kinase-Glo luminescence, 60 min; AID 602233; Potency, µM (titrated, usually from 57.5 µM), for inactives: top-dose activity change, negative = inhibition, hits mostly inhibitors; P07378; further: potency means the concentration at half of the fitted maximal effect; on the % scale 0 is the no-effect control and ±100 the full control effect; nearly all actives have a fitted effect of over 60% in size
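Recombinant glycosomal PGK reaction used 1,3-bisphosphoglycerate generated in-well by GAPDH (100nM final) in 100mM TEA pH 7.6, 5mM MgCl2, 0.01% Tween-20. After 60 minutes at room temperature, ATP was read by Kinase-Glo Plus luminescence end-point.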
IDH1 R132H inh = inhibitors of human mutant IDH1 R132H | O75874 | IDH1-R132H enzyme, NADPH consumption, diaphorase/resazurin fluorescence | Potency, µM (doses to about 76.6 µM), without a hit: at the top dose activity change, negative = inhibition, hits mostly inhibitors | 390,000 tested, 0.093% active | AID 602179; further: potency means the concentration at half of the fitted maximal effect; on the % scale 0 is the no-effect control and ±100 the full control effect; nearly all actives have a fitted effect of over 65% in size
Target sequence (O75874 whole entry R132H, stated change not applied): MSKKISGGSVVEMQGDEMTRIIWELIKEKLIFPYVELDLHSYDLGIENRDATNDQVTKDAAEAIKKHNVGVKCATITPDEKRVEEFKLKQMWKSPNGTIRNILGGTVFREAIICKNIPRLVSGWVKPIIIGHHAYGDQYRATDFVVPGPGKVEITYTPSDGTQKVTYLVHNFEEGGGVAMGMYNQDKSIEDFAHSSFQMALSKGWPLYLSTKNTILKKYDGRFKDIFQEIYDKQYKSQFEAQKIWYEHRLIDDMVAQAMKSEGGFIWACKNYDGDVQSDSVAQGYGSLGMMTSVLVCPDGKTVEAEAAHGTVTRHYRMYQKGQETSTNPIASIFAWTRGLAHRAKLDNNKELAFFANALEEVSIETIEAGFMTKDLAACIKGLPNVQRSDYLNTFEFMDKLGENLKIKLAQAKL
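IDH1-R132H (0.5 ug/mL dispensed) in pH 7.5 Tris buffer was preincubated 30 min with compound, then given a substrate mix of 0.016 mM NADPH and 2 mM alpha-KG for 80 min at room temperature; remaining NADPH was read by diaphorase/resazurin fluorescence.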
Pin1 inhibitor = blocks the human prolyl isomerase Pin1 | Pin1 FP peptide displacement, HiFluor488, 10 min | Potency, µM (series often up to 115 µM), inactives show at the top dose activity, negative = inhibition, actives largely listed as inhibitors | 390,000 tested, 0.009% active; active means well fitted inhibition curve with a large enough effect in the polarisation, with a control signal flat, not every such curve was filed as active; inconclusive means small, poorly fitted or top-dose-only effect, or effect the other way, or a change in a side signal; inactive means no such curve, though single readings can be large or run the other way; the % refers to the polarisation; further: potency means the concentration at half of the fitted maximal effect; on the % scale 0 is the no-effect control and ±100 the full control effect
Target sequence (Q13526 whole entry, looked up): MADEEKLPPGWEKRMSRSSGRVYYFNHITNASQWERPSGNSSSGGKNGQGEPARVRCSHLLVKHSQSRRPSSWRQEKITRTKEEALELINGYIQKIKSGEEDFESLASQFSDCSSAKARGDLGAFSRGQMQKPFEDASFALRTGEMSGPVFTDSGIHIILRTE
USP1-UAF1 inh = inhibitors of human USP1/UAF1 deubiquitinase; 390,000 tested, 0.23% active; recombinant USP1/UAF1, Ub-Rhodamine cleavage fluorescence; Potency, µM (top dose mostly 57.1 µM), inactives show at the top dose activity change, negative = inhibition, usual class: inhibitors; O94782; further: potency means the concentration at half of the fitted maximal effect; on the % scale 0 is the no-effect control and ±100 the full control effect; nearly all actives have a fitted effect of over 60% in size; inactives centre near -12
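USP1/UAF1 complex (1 nM) preincubated 15 min at room temperature with compound, then Ub-Rho substrate (150 nM final) added. Kinetic fluorescence at 480/540 nm over 6 reads at 60 s intervals; 50 mM HEPES pH 7.8, 0.5 mM EDTA, 0.1 mg/ml BSA, 1 mM TCEP, 0.01% Tween-20.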
GLS inh = blocks human kidney-isoform glutaminase activity; O94925; GLS enzymatic activity, qHTS titration; Potency, µM (titrated, usually from 45.5 µM), without a hit: at the top dose activity change, negative = inhibition, most hits filed as inhibitors; 410,000 tested, 0.21% active; further: potency means the concentration at half of the fitted maximal effect; on the % scale 0 is the no-effect control and ±100 the full control effect
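Human kidney-isoform GLS in 45 mM KH2PO4 pH 8.2, 0.02% Tween-20, with compound, started with 1mM L-Glutamine (added stock). Glutamate oxidase/HRP/Amplex red coupled fluorescence read at start and after 30 min at RT.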
* marks the source's active call; other numbers are inactive results; i = inactive; ? = inconclusive; . = no result given; & = joins results of further samples; [ ] = remark or other dose. Unless noted, the call rests on the fitted dose curve; in most records, active means well fitted curve in the direction sought with a large enough effect; inconclusive means small, poorly fitted or top-dose-only effect, or another doubt; inactive means no such curve, though single readings can be large; an effect the other way counts as inactive or inconclusive. Only part of the results is shown; rates above refer to the full screens.

nr | smiles | TrxR1 substrate | HP1b binding inh | rTrxR1 inhibitor | PI4K2A inh | Tb PGK inh
1 | CCC(C)(C)NC(=O)C(c1ccccn1)N(C(=O)c1csnn1)c1ccccc1 (stereo unspecified) | 0% | 34%[activator] | 12% | 4 | 7%
2 | Cc1ccccc1-n1ncc2c1CC(C)(C)CC2NC(=O)c1snnc1C (stereo unspecified) | 5%[57.1 µM] | 61%[activator] | 24%[57.1 µM] | -5 | -9%
3 | Cc1nn(-c2ccccc2)c(C)c1C(=O)Nc1ccc(N2CCOCC2)cc1 | -4% | 40%[activator] | 1% | -4 | -5%
4 | CCCCCc1cc(=O)c2ccccc2o1 | 0% | 53%[activator] | 14% | 3 | -8%
5 | CCC(C)C(NC(C)=O)C(=O)NC(=O)NC(c1ccccc1)c1ccccc1 (stereo unspecified) | -2% | -1% | -1% | -1 | -1%
6 | O=C(COc1ccccc1)NCCSCc1ccco1 | 0% | -1% | ? | 15 | -22%
7 | Cc1ccc(-n2nc(C(=O)N(C)c3ccc(C)c(C)c3)c3c4ccccc4n(C)c3c2=O)cc1 | -5% | 5% | 22% | -2 | .
8 | Cc1nn(C)cc1CNC(=O)COc1ccc(Cl)cc1Cl | -1% | 31% | 8% | 2 | -6%
9 | O=C(COc1ccc(S(=O)(=O)NC2CCCCC2)cc1Cl)Nc1ccc2c(c1)OCO2 | -1% | 9% | 20% | 2 | -14%
10 | O=C(NCc1cccc(Cl)c1)c1ccc(S(=O)(=O)Nc2cccc(C(F)(F)F)c2)cc1 | -4% | 11% | 12% | -4 | -6%

nr | IDH1 R132H inh | Pin1 inhibitor | USP1-UAF1 inh | GLS inh
1 | 9% | -15% | -7% | 2%
2 | 1% | -2% | -13% | -8%
3 | -2% | -6% | -16% | 38%[activator]
4 | 6% | -1% | -24% | -7%
5 | 6% | -1% | -1% | -1%
6 | 10% | -1% | 6% | 19%
7 | . | 1% | -16% | 2%
8 | -5% | 0% | 2% | -8%
9 | 1% | 0% | -11% | -11%
10 | 2% | ? | -9% | 2%

Other records follow:
nr | smiles | TrxR1 substrate | HP1b binding inh | rTrxR1 inhibitor | PI4K2A inh | Tb PGK inh
11 | COc1ccc(C(C)=O)cc1Cn1nc(C)c([N+](=O)[O-])c1C | -4% | 34% | -1% | 3 | 6%
12 | CCOC(=O)C1=C(C)NC(C)=C(C(=O)OCC)C1C(=O)OCC(=O)NCCc1ccc(S(N)(=O)=O)cc1 | 15% | 17% | 5% | -9 | -13%
13 | O=C(C[n+]1cc(-c2ccc(Br)cc2)n2c1CCCCC2)c1ccccc1 | -4% | 21% | 1% | 1 | -3%
14 | CCN(Cc1ccccc1)S(=O)(=O)c1ccc(C(=O)N(CCCN(C)C)c2nc3c(F)cccc3s2)cc1 | -6% | -7% | -11% | -1 | 2%
15 | Cc1cc(C)n(Cc2ccccc2F)c(=O)c1C#N | 3% | 25% | -1% | -5 | -1%
16 | CN1CCCC(n2nc(Cc3ccc(Cl)cc3)c3ccccc3c2=O)CC1 (stereo unspecified) | 5% | 30% | 27% | -8&-3 | -4%
17 | O=C(c1cccs1)N1CCN=C1SCc1cccnc1 | 3% | 19% | 14% | -3 | 0%
18 | CC1CN(S(=O)(=O)c2csc(C(=O)Nc3ccccc3)c2)CC(C)O1 (stereo unspecified) | -1% | 26% | 8% | 4 | -3%
19 | Cc1ccc(-c2c(C(=O)N/N=C/c3cccnc3)nnn2-c2nonc2N)cc1 | 2% | 41%[activator] | 16% | 3 | -3%
20 | COc1ccccc1CNC(=O)CNC(=O)c1ccc(Br)o1 | -3% | 37% | -5% | 0 | i

nr | IDH1 R132H inh | Pin1 inhibitor | USP1-UAF1 inh | GLS inh
11 | -8% | -18% | -6% | 6%
12 | 8% | 0% | -9% | 19%
13 | -4% | -9% | -9% | 4%
14 | 0% | -5% | -13% | 3%
15 | -5% | -3% | -6% | 3%
16 | -8% | -8% | -13% | -12%&-15%
17 | -1% | 3% | 1% | -1%
18 | -2% | 7% | -18% | -4%
19 | 12% | ? | -20% | -13%
20 | 5% | 2% | -15% | 1%

Exported as tab-separated lines: part of the list above.
No.	smiles	TrxR1 substrate	HP1b binding inh	rTrxR1 inhibitor	PI4K2A inh	Tb PGK inh	IDH1 R132H inh	Pin1 inhibitor	USP1-UAF1 inh	GLS inh
12	CCOC(=O)C1=C(C)NC(C)=C(C(=O)OCC)C1C(=O)OCC(=O)NCCc1ccc(S(N)(=O)=O)cc1	15%	17%	5%	-9	-13%	8%	0%	-9%	19%
13	O=C(C[n+]1cc(-c2ccc(Br)cc2)n2c1CCCCC2)c1ccccc1	-4%	21%	1%	1	-3%	-4%	-9%	-9%	4%
14	CCN(Cc1ccccc1)S(=O)(=O)c1ccc(C(=O)N(CCCN(C)C)c2nc3c(F)cccc3s2)cc1	-6%	-7%	-11%	-1	2%	0%	-5%	-13%	3%
15	Cc1cc(C)n(Cc2ccccc2F)c(=O)c1C#N	3%	25%	-1%	-5	-1%	-5%	-3%	-6%	3%
16	CN1CCCC(n2nc(Cc3ccc(Cl)cc3)c3ccccc3c2=O)CC1 (stereo unspecified)	5%	30%	27%	-8&-3	-4%	-8%	-8%	-13%	-12%&-15%
17	O=C(c1cccs1)N1CCN=C1SCc1cccnc1	3%	19%	14%	-3	0%	-1%	3%	1%	-1%
18	CC1CN(S(=O)(=O)c2csc(C(=O)Nc3ccccc3)c2)CC(C)O1 (stereo unspecified)	-1%	26%	8%	4	-3%	-2%	7%	-18%	-4%
19	Cc1ccc(-c2c(C(=O)N/N=C/c3cccnc3)nnn2-c2nonc2N)cc1	2%	41%[activator]	16%	3	-3%	12%	?	-20%	-13%
20	COc1ccccc1CNC(=O)CNC(=O)c1ccc(Br)o1	-3%	37%	-5%	0	i	5%	2%	-15%	1%
